HEK293 NOD2/NF-kB: NOD2 signaling inhibitors, cell-based, luminescence, uHTS, HEK293 (AID 1566). HEK293 NOD2/NF-kB luciferase reporter, luminescence; higher % means a stronger effect. inhibition, % at 4 µM; hits with a dose series show EC50 in µM. hit rate 0.63% among 290,000; note: many of its hits are not listed in these tables
LYP inhibition: inhibitors of LYP phosphatase, biochemical, fluorescence intensity, uHTS (AID 1779). recombinant LYP phosphatase, fluorescence intensity; higher % means a stronger effect. one-dose inhibition, % at 11.5 µM; IC50 in µM for titrated hits. hit rate 0.054% among 290,000;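 note: plate controls were vehicle with enzyme for no effect and no enzyme for full effect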
human PMI inhibition: MPI enzyme activity inhibition – biochemical, fluorescence intensity, coupled assay, primary screen (AID 1209). hit rate 0.42% among 190,000. purified PMI enzyme, coupled fluorescence intensity; higher % means a stronger effect. one-dose inhibition, % at 20 µM; IC50 in µM for titrated hits;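 note: plate controls were DMSO vehicle for no effect and wells lacking substrate for full effect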
KOR beta-arrestin-1: KOR agonists, beta-arrestin recruitment, primary screen, cell-based, luminescence, uHTS (AID 1777). KOR beta-arrestin recruitment, luminescence; higher % means a stronger effect. activation, % at 10 µM; hits with a dose series show EC50 in µM. hit rate 0.02% among 280,000; in the data active = activation above about 50%, passing the limit was not always enough; note: a part of the inactive calls stands beside numbers as strong as those of hits
KOR beta-arrestin-2: kappa opioid receptor blockers – cell-based, luminescence, uHTS (AID 1778) | KOR beta-arrestin recruitment, luminescence, antagonist mode; higher % means a stronger effect | one-dose inhibition, % at 10 µM; IC50 in µM for titrated hits | hit rate 0.091% among 290,000; note: strong numbers were not always called active
PMI inhibition: human PMI inhibitors, high substrate, primary screen, biochemical, fluorescence intensity, high mannose 6-phosphate (AID 1220); recombinant PMI enzyme, coupled fluorescence intensity; higher % means a stronger effect; inhibition, % at 20 µM; hits with a dose series show IC50 in µM; hit rate 0.66% among 190,000
XIAP antagonists: small molecules displacing peptide from XIAP – biochemical, IAP family, fluorescence polarization (AID 1018); displacement, % at 20 µM, or IC50 in µM where a hit was titrated; hit rate 0.007% among 200,000; XIAP BIR domain, fluorescence polarization peptide displacement; higher % means a stronger effect; in the data active = displacement above about 50%; note: a part of the inactive calls stands beside numbers as strong as those of hits
NOD1 NF-kB reporter: NOD1 signaling inhibitors, primary screen, cell-based, luminescence, uHTS (AID 1578); NOD1-driven NF-kB luciferase reporter cells, luminescence; higher % means a stronger effect; one-dose inhibition, % at 4 µM; EC50 in µM for titrated hits; hit rate 1% among 290,000; in the data active = inhibition mostly above about 36%, no sharp cut-off; inactive = mostly below about 34%;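 note: HEK-293T reporter cells stimulated with the NOD1 agonist gamma-tri-DAP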
TNAP activation fold: stimulation of alkaline phosphatase TNAP activity – biochemical, luminescent, no phosphate acceptor, uHTS, primary screen (AID 1001) | purified TNAP, luminescent activation assay, no phosphate acceptor; higher activation fold means a stronger effect | one-dose activation fold at 20 µM; EC50 in µM for titrated hits | hit rate 0.03% among 200,000; in the data active = activation fold from about 3, or a potency from the dose series; inactive = the rest, 99 in 100 with activation fold below about 1.6; note: many of its hits are not listed in these tables
Active calls of the source: *; i = inactive; . = not tested or not shown; [ ] = dose if it differs, or a comment. Cut-off read from the data, not from the text of the source, unless noted: active = inhibition above about 50%; inactive = the rest. Not all compounds are listed, so the mix of outcomes need not match the whole.

SMILES	HEK293 NOD2/NF-kB	LYP inhibition	human PMI inhibition	KOR beta-arrestin-1	KOR beta-arrestin-2	PMI inhibition	XIAP antagonists	NOD1 NF-kB reporter	TNAP activation fold
CCC(C(=O)OCC(=O)Nc1cc(Cl)cc(Cl)c1)c1ccccc1 (configuration not stated)	7%	3%	16%	1.7%	10%	16%	-2.4%	-18%	1.1
CSC(=S)N/N=C/c1ccc(N(C)C)cc1	-114%	0%	-20%	-1.4%	38%	-19%	-0.6%	-19%	1.1
C=CCNC(=S)NNC(=O)c1ccc(OCCCC)cc1	18%	-4%	-9%	4.5%	22%	1%	-2.3%	-12%	1.1
CCn1c(CNC(=O)c2ccc3c(c2)OCO3)nnc1SCC(=O)Nc1cc(C)ccc1OC	-7%	-5%	10%	-2.4%	5%	8%	-6.5%	5%	1.1
Cc1ccc(-n2ncc3c(SCc4cccnc4)ncnc32)c(C)c1	-30%	2%	0%	2.3%	-45%	-2%	-7.3%	2%	1.1
COC(=O)c1cc(NC(=O)CN(c2ccccc2OC)S(=O)(=O)c2ccccc2)ccc1Cl	-13%	-2%	18%	3.5%	-23%	8%	-20%	-34%	1.1
Cc1cc(NC(=O)c2ccc(C#N)cc2)on1	-27%	-3%	8%	-5.7%	4%	8%	-0.5%	22%	1
CCOC(=O)CNc1nc(Cl)nc(Nc2ccccc2)n1	-26%	-4%	4%	-2.3%	16%	-3%	-6.7%	-59%	1
Cc1cc(C)c2[nH]c(O)c(N=NC(=S)NCC3CCCO3)c2c1 (configuration not stated)	8%	-6%	6%	8.8%	9%	10%	-1.6%	-6%	0.7
O=C(CNC(=S)N(CCCN1CCOCC1)Cc1cccs1)NCc1ccccc1Cl	25%	-14%	.	1.6%	-23%	.	.	-16%	.
CCOC(=O)N1CCC(NC(=O)c2cc(-c3ccc(OC)cc3)nc3ccccc23)CC1	17%	-5%	.	5.1%	2%	.	.	24%	.
Cn1c(=O)[nH]c(=O)c2c1nc(Br)n2CCOc1ccccc1	6%	-1%	6%	0.5%	5%	-6%	-9.0%	4%	1
CC1(C)CC(=O)c2cnc(NCc3ccco3)nc2C1	-2%	-1%	6%	-1.1%	-14%	2%	-1.2%	-15%	1.1
CCC(CC)NC(=O)c1nn(Cc2ccccc2)c(=O)c2ccccc12	10%	-8%	.	-2.2%	-12%	.	.	4%	.
CCC(c1nc2ccccc2c(=O)n1-c1cccnc1)N1C(=O)c2ccccc2C1=O (configuration not stated)	-3%	-2%	5%	-1.3%	-10%	5%	-2.4%	-10%	1.1
Cc1cc(C)c2cccc(NC(=S)NC(=O)c3ccccc3)c2n1	11%	10%	1%	5.8%	-18%	5%	-4.1%	-6%	1
O=C(COC(=O)C12CC3CC(CC(C3)C1)C2)Nc1ccc(OC(F)F)cc1	-13%	-5%	9%	7.4%	-14%	7%	-2.0%	4%	1.1
O=C(COc1ccccc1)NCCSCc1ccco1	11%	-2%	8%	-0.9%	1%	5%	-5.4%	-4%	1.1
Cc1nc2c3ccccc3[nH]c(=O)n2n1	-9%	-4%	2%	-7.8%	6%	0%	0.0%	-22%	1.1
O=c1[nH]c(CSc2nnc(Nc3ccccc3)s2)nc2ccccc12	19%	-9%	.	-2.9%	-12%	.	.	6%	.

Exported with bars between the fields: part of the list above.
canonical_smiles | HEK293 NOD2/NF-kB | LYP inhibition | human PMI inhibition | KOR beta-arrestin-1 | KOR beta-arrestin-2 | PMI inhibition | XIAP antagonists | NOD1 NF-kB reporter | TNAP activation fold
CC1(C)CC(=O)c2cnc(NCc3ccco3)nc2C1 | -2% | -1% | 6% | -1.1% | -14% | 2% | -1.2% | -15% | 1.1
CCC(CC)NC(=O)c1nn(Cc2ccccc2)c(=O)c2ccccc12 | 10% | -8% | . | -2.2% | -12% | . | . | 4% | .
CCC(c1nc2ccccc2c(=O)n1-c1cccnc1)N1C(=O)c2ccccc2C1=O (configuration not stated) | -3% | -2% | 5% | -1.3% | -10% | 5% | -2.4% | -10% | 1.1
Cc1cc(C)c2cccc(NC(=S)NC(=O)c3ccccc3)c2n1 | 11% | 10% | 1% | 5.8% | -18% | 5% | -4.1% | -6% | 1
O=C(COC(=O)C12CC3CC(CC(C3)C1)C2)Nc1ccc(OC(F)F)cc1 | -13% | -5% | 9% | 7.4% | -14% | 7% | -2.0% | 4% | 1.1
O=C(COc1ccccc1)NCCSCc1ccco1 | 11% | -2% | 8% | -0.9% | 1% | 5% | -5.4% | -4% | 1.1

(cont.)
SMILES	HEK293 NOD2/NF-kB	LYP inhibition	human PMI inhibition	KOR beta-arrestin-1	KOR beta-arrestin-2	PMI inhibition	XIAP antagonists	NOD1 NF-kB reporter	TNAP activation fold
CCC(C)c1ccccc1NC(=O)COC(=O)C1=COCCO1 (configuration not stated)	0%	-5%	-2%	-1.4%	-48%	-4%	-6.9%	-31%	1.1
CC1(C)OC(C)(C)/C(=C\c2ccccc2[N+](=O)[O-])C1=O	21%	-10%	.	-6.1%	15%	.	.	9%	.
CCc1cc2c(-c3ccccc3)cc(=O)oc2cc1OC(=O)c1cccs1	6%	0%	-1%	4.2%	1%	-7%	-1.2%	48%	0.7
CN(C(=O)CSc1nc(-c2ccccc2)cs1)C1CCS(=O)(=O)C1 (configuration not stated)	1%	-9%	13%	1.6%	-18%	5%	-6.6%	-21%	1.1
Oc1ccc(-c2csc(Nc3cccc4ccccc34)n2)cc1O	-4%	-6%	.	-4.6%	-12%	.	.	-22%	.
CCOC(=O)CCCSc1nc2sc(C)c(C)c2c(=O)[nH]1	2%	6%	23%	-1.0%	-27%	16%	-3.2%	15%	1.1
CC(Sc1cccc(C(F)(F)F)c1)C(=O)NC(N)=O (configuration not stated)	-2%	-5%	-6%	2.1%	-66%	-17%	-4.9%	21%	1
COc1ccccc1CN1CC(C(=O)NCCc2ccc(C)o2)CCC1=O (configuration not stated)	1%	-7%	.	-4.9%	-13%	.	.	-3%	.
O=C(NCCc1ccccn1)c1cc(C(=O)C2CCCCC2)c[nH]1	20%	-7%	1%	-0.5%	6%	1%	-4.0%	8%	1
COc1ccc(NC(=O)COc2cccc3c2CCN(C)C3=O)c(OC)c1	-5%	-7%	.	-3.3%	17%	.	.	-13%	.
CC1(C(=O)NC2CCCCC2)CCC(=O)N1Cc1ccc2c(c1)OCO2 (configuration not stated)	-4%	-5%	.	1.2%	-10%	.	.	-9%	.
O=S(=O)(c1cccc2nonc12)N1CCN(c2ccccc2F)CC1	7%	-1%	7%	2.8%	-34%	7%	-6.3%	-31%	1.1
CCOC(=O)CCc1c(C)nc2c(c(C)nn2-c2ccc(C)cc2)c1C	11%	-4%	.	2.9%	13%	.	.	-6%	.
CC(NS(=O)(=O)c1ccccc1)C(=O)NCc1ccco1 (configuration not stated)	6%	-5%	12%	.	14%	3%	-4.7%	-9%	1.1
CCC1(CC)NC(=O)N(CC(=O)N2N=C(c3ccc(Cl)cc3)CC2c2ccco2)C1=O (configuration not stated)	9%	2%	-10%	1.6%	4%	-14%	-3.9%	-22%	1.1
Cc1cccc(-c2nnc(SCC(=O)c3ccc(O)cc3O)n2C)c1	13%	-10%	.	0.1%	-30%	.	.	-22%	.
CC(C)CCN(C(=O)Cc1ccc(Cl)c(Cl)c1)c1c(N)n(Cc2ccccc2)c(=O)[nH]c1=O	12%	-7%	-21%	5.7%	4%	-13%	-4.0%	-33%	1
CC1CCN(S(=O)(=O)c2cccc3cccnc23)CC1	15%	-2%	.	2.1%	1%	.	.	-34%	.
COc1cc2c(cc1NC(=O)c1ccc3c(c1)OCO3)oc1ccccc12	-22%	5%	21%	-3.1%	24%	18%	1.0%	-44%	1.1
O=C(Nc1cccc(-c2cn3c(n2)SCC3)c1)c1ccc(Br)o1	-20%	-1%	-1%	-2.4%	6%	-10%	-9.4%	9%	1.2
COc1cc(NC(=O)COc2ccccc2[N+](=O)[O-])ccc1NC(=O)c1cccs1	0%	-11%	18%	-4.4%	i	12%	-9.5%	-34%	1
O=C(CN1CCC(C(=O)c2ccc3c(c2)OCCO3)CC1)Nc1ccccc1F	12%	-5%	.	0.2%	-27%	.	.	2%	.
CCCCNC(=O)/C(=C\c1ccc([N+](=O)[O-])o1)NC(=O)c1ccccc1	7%	1%	-23%	-3.0%	-2%	-8%	-3.5%	-23%	1
CCc1nnc(NS(=O)(=O)c2ccc(NC(=O)c3ccc(C#N)cc3)cc2)s1	5%	-6%	.	1.3%	-66%[20 µM]	.	.	35%	.
CCN(CC)S(=O)(=O)c1ccc(N2CCCC2)c(NC(=O)Cc2ccc(OC)cc2)c1	0%	6%	2%	-0.4%	0%	27%	-0.2%	-25%	1.2
CCN(Cc1ccncc1)S(=O)(=O)c1ccc(C(C)=O)cc1	15%	1%	-14%	4.9%	-9%	-14%	-5.6%	38%	1
COc1ccc(CN2CCCCCC2)cc1Br	-10%	-7%	.	-1.0%	-21%[20 µM]	.	.	-26%	.
O=C(CSc1nnc(C2CCCCC2)n1-c1ccccc1)NCc1ccco1	8%	-7%	4%	-0.3%	30%	4%	-2.5%	-9%	1.1
CC(=O)Nc1ccc(C2=NNC(=Nc3ccc(S(=O)(=O)N4CCOCC4)cc3)SC2)cc1	-8%	0%	.	3.7%	-15%	.	.	-12%	.
CCOC(=O)c1ccc(NC(=O)Cn2nnc(-c3ccc(F)cc3)n2)cc1	-11%	-9%	-1%	-3.6%	-10%	-2%	-4.5%	-11%	1
CCCSc1nc(O)c(C2OC(=O)c3c2ccc(OC)c3OC)c(=O)n1-c1ccccc1 (configuration not stated)	20%	-1%	-1%	-5.3%	5%	2%	-7.8%	2%	1.1
O=C(O)CNS(=O)(=O)c1ccc(C2CCCCC2)cc1	5%	-2%	4%	-0.9%	26%	7%	-3.8%	-37%	1
CCCCC(=O)NC(=S)NNC(=O)c1ccc(OC)cc1	17%	-6%	-12%	-10%	52%[20 µM]	-28%	-0.5%	-16%	1.7
Cc1ccc[n+](CC(=O)/C=C2\N(C)c3ccccc3C2(C)C)c1	23%	-1%	0%	1.0%	6%	11%	2.3%	27%	1.1
COc1ccc(-c2nn(-c3ccccc3)cc2N)cc1	-49%	-16%	-8%	0.0%	6%	10%	1.1%	-30%	1.1
CC(C)Cn1c(SCC(=O)c2ccc(Cl)s2)nnc1-c1ccco1	-19%	2%	-3%	-15%	-5%	-5%	-4.6%	-6%	1
O=C(NC1CCCCCC1)C(Cc1ccccc1)n1cccc1 (configuration not stated)	5%	-4%	.	2.4%	23%	.	.	-3%	.
Cc1nc(NC(=O)c2ccccc2)sc1Cc1ccc2c(c1)OCO2	-61%	7%	-3%	3.8%	-6%	-1%	-2.4%	-75%	0.9
COc1cc(C(=O)N2CCC(C(=O)Nc3cccc(C(C)=O)c3)CC2)cc(OC)c1OC	12%	-9%	-2%	4.7%	21%	1%	-4.6%	3%	1.2
CCOC(=O)N1CCN(C(=O)CCCCn2c(=S)[nH]c3ccsc3c2=O)CC1	18%	-4%	-3%	5.7%	-3%	-1%	-9.7%	-5%	1
CCOC(=O)CN1C(=O)C(=O)N(Cc2cccc(C)c2)C1=O	-14%	-4%	.	-2.7%	42%	.	.	8%	.
Cc1noc(C)c1S(=O)(=O)N1CCCC(C(=O)NCC2CCCO2)C1 (configuration not stated)	-9%	7%	-1%	3.4%	-16%	0%	0.6%	-3%	1
CN(C)/C=N/c1nc2nccc(-c3cccc(Cl)c3)n2n1	16%	-6%	-1%	-0.2%	-3%	5%	-0.6%	-17%	1
Cc1c(C(=O)N2CCc3ccccc32)oc2c1C(=O)CC(C)(C)C2	-88%	1%	10%	-2.7%	32%	11%	-5.3%	-37%	1.1

Bioassay records as filed in PubChem BioAssay.
